Salmonella PhoP GFP: inhibitors of PhoP regulon expression, primary screen, Salmonella Typhimurium, GFP reporter (AID 1863). S. Typhimurium PhoP-regulated promoter GFP reporter, 4 h; higher % means a stronger effect. inhibition, % at 50 µM, or IC50 in µM where a hit was titrated. hit rate 0.16% among 300,000;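 active = inhibition over 29.93%, a cutoff 3 SD above the screen mean, later confirmed by dose response; inconclusive = inhibition over 29.93% but no dose response follow-up; inactive = inhibition at most 29.93% or unconfirmed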;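 also: 0% = low Mg2+ inducing control and 100% = high Mg2+ repressing control; strong numbers were not always called active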
Myeloid diff MLP: induction of myeloid progenitor differentiation, primary screen, cell-based, flow cytometry, MLPCN library; ER-HoxA9 myeloid progenitors, lysozyme-GFP differentiation; calls only at 10 µM; hit rate 1% among 360,000;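 active = normalized GFP-positive differentiation at or above the plate's own cutoff, the solvent-only control mean plus 3 SD; inconclusive = no clear call, values can overlap the other calls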;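 also: cells exposed to compound for four days before flow analysis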
Myeloid diff MLP GFP+ MAC1+ %: further read-out of Myeloid diff MLP, marked with its call; GFP+ MAC1+ double positive, %; measured here: differentiation confirmed by MAC1 staining
Numbers without * were called inactive; i = inactive; ? = inconclusive; / = no result given.

canonical_smiles: COc1cc(C(=O)NCC(c2ccco2)N2CCc3ccccc3C2)cc(OC)c1OC (stereo not given)
  Salmonella PhoP GFP = -8%	Myeloid diff MLP = i	Myeloid diff MLP GFP+ MAC1+ % = 1.1

canonical_smiles: CC(OC(=O)Cn1cnc2c1c(=O)n(C)c(=O)n2C)C(=O)NC(C)c1ccc(Cl)cc1Cl (stereo not given)
  Salmonella PhoP GFP = -2%	Myeloid diff MLP = i	Myeloid diff MLP GFP+ MAC1+ % = 0.2

canonical_smiles: Cc1ccc(OCCC(=O)OCC(=O)NC2CCS(=O)(=O)C2)cc1 (stereo not given)
  Salmonella PhoP GFP = -2%	Myeloid diff MLP = i	Myeloid diff MLP GFP+ MAC1+ % = 0.2

canonical_smiles: Cc1ccc(NC(=O)CCC(=O)c2cc(C)sc2C)nc1
  Salmonella PhoP GFP = 2%	Myeloid diff MLP = i	Myeloid diff MLP GFP+ MAC1+ % = 0.6

canonical_smiles: O=C(NCC(c1ccco1)N1CCN(c2ccccc2)CC1)C(=O)NC1CCCCC1 (stereo not given)
  Salmonella PhoP GFP = -10%	Myeloid diff MLP = i	Myeloid diff MLP GFP+ MAC1+ % = 0.4

canonical_smiles: Cc1ccc(NC(=O)CNC(=O)c2ccc(C)s2)nc1
  Salmonella PhoP GFP = 6%	Myeloid diff MLP = i	Myeloid diff MLP GFP+ MAC1+ % = 0.8

canonical_smiles: CCOc1ccc(C(=O)C(C)OC(=O)c2cnc(C)cn2)cc1 (stereo not given)
  Salmonella PhoP GFP = 7%	Myeloid diff MLP = i	Myeloid diff MLP GFP+ MAC1+ % = 0.9

canonical_smiles: O=C(NCCC(=O)N(CCc1ccccc1)Cc1ccccc1)c1ccccc1Cl
  Salmonella PhoP GFP = 6%	Myeloid diff MLP = i	Myeloid diff MLP GFP+ MAC1+ % = 0.9

canonical_smiles: Cc1ccc(NC(=O)c2cccc(S(=O)(=O)N(C)C3CCCCC3)c2)nc1
  Salmonella PhoP GFP = 18%	Myeloid diff MLP = i	Myeloid diff MLP GFP+ MAC1+ % = 0.6

canonical_smiles: CC(=O)Nc1c(I)c(C(=O)N[C@H]2C(O)O[C@H](CO)[C@@H](O)[C@@H]2O)c(I)c(N(C)C(C)=O)c1I (stereo not given in full)
  Salmonella PhoP GFP = -6%	Myeloid diff MLP = i	Myeloid diff MLP GFP+ MAC1+ % = 2.6

canonical_smiles: CN(C)C(CNC(=O)CSc1nnc(-c2ccco2)o1)c1ccccc1 (stereo not given)
  Salmonella PhoP GFP = 6%	Myeloid diff MLP = i	Myeloid diff MLP GFP+ MAC1+ % = 2.1

canonical_smiles: CCCCCn1nc(C(=O)OCc2nnc(-c3ccccc3)o2)c2ccccc2c1=O
  Salmonella PhoP GFP = -1%	Myeloid diff MLP = i	Myeloid diff MLP GFP+ MAC1+ % = 0.8

canonical_smiles: Cc1ccc(S(=O)(=O)N2CCN(C(=O)COC(=O)c3cnc(C)cn3)CC2)c(C)c1
  Salmonella PhoP GFP = -1%	Myeloid diff MLP = i	Myeloid diff MLP GFP+ MAC1+ % = 1.7

canonical_smiles: C#CCOCCOCCOCCNc1nc(N2CCN(C(=O)CCCCCCCCCCNC(=O)[C@@H](CCSC)n3cc(CCO)nn3)CC2)nc(N2CCN(C(=O)CCCCCCCCCCNC(=O)[C@@H]([C@H](C)O)n3cc(C)nn3)CC2)n1
  Salmonella PhoP GFP = 1%	Myeloid diff MLP = ?	Myeloid diff MLP GFP+ MAC1+ % = /

canonical_smiles: O=C(CCNS(=O)(=O)c1ccccc1C(F)(F)F)N1CCN(c2ccccc2O)CC1
  Salmonella PhoP GFP = -8%	Myeloid diff MLP = i	Myeloid diff MLP GFP+ MAC1+ % = 0.4

canonical_smiles: CC(Sc1nc2ccccc2c(=O)n1CC1CCCO1)C(=O)NC(C)c1ccccc1 (stereo not given)
  Salmonella PhoP GFP = -8%	Myeloid diff MLP = i	Myeloid diff MLP GFP+ MAC1+ % = 0.7

canonical_smiles: COC(=O)Cc1ccc(OC(=O)CCS(=O)(=O)c2ccc(C)cc2)cc1
  Salmonella PhoP GFP = -1%	Myeloid diff MLP = i	Myeloid diff MLP GFP+ MAC1+ % = 0.2

canonical_smiles: O=S(=O)(NCC(c1ccco1)N1CCc2ccccc21)c1ccccc1 (stereo not given)
  Salmonella PhoP GFP = -5%	Myeloid diff MLP = i	Myeloid diff MLP GFP+ MAC1+ % = 0.5

canonical_smiles: COc1ccc(C(=O)Nc2cccc(-c3ccc(N4CCOCC4)nn3)c2)cc1
  Salmonella PhoP GFP = -4%	Myeloid diff MLP = i	Myeloid diff MLP GFP+ MAC1+ % = 0.4

canonical_smiles: CN(CC(=O)Nc1ccc(N2CCOCC2)cc1)C(=O)CCc1cc(C(C)(C)C)c(O)c(C(C)(C)C)c1
  Salmonella PhoP GFP = 15%	Myeloid diff MLP = i	Myeloid diff MLP GFP+ MAC1+ % = 1.2

canonical_smiles: CCN(CC(=O)Nc1c(F)cccc1F)C(=O)c1cccc(S(=O)(=O)N(C)c2ccccc2)c1
  Salmonella PhoP GFP = -1%	Myeloid diff MLP = i	Myeloid diff MLP GFP+ MAC1+ % = 1.3

canonical_smiles: Clc1ccc(C#Cc2cccnc2)cc1
  Salmonella PhoP GFP = 12%	Myeloid diff MLP = i	Myeloid diff MLP GFP+ MAC1+ % = 0.8

canonical_smiles: O=C(CN1C(=O)NC2(CCOc3ccccc32)C1=O)c1ccc(Cl)cc1 (stereo not given)
  Salmonella PhoP GFP = -3%	Myeloid diff MLP = i	Myeloid diff MLP GFP+ MAC1+ % = 0.7

canonical_smiles: CN(C(=O)COC(=O)CSc1ccc(C(N)=O)cc1[N+](=O)[O-])C1CCCCC1
  Salmonella PhoP GFP = -9%	Myeloid diff MLP = i	Myeloid diff MLP GFP+ MAC1+ % = 0.5

canonical_smiles: O=C(O)c1ccc(-c2noc(-c3cccc(C(F)(F)F)c3)n2)cc1
  Salmonella PhoP GFP = -18%	Myeloid diff MLP = i	Myeloid diff MLP GFP+ MAC1+ % = 1.6

Molecules above that have four or more nitrogen atoms, in the order listed:
canonical_smiles: CC(OC(=O)Cn1cnc2c1c(=O)n(C)c(=O)n2C)C(=O)NC(C)c1ccc(Cl)cc1Cl (stereo not given)
  Salmonella PhoP GFP = -2%	Myeloid diff MLP = i	Myeloid diff MLP GFP+ MAC1+ % = 0.2

canonical_smiles: O=C(NCC(c1ccco1)N1CCN(c2ccccc2)CC1)C(=O)NC1CCCCC1 (stereo not given)
  Salmonella PhoP GFP = -10%	Myeloid diff MLP = i	Myeloid diff MLP GFP+ MAC1+ % = 0.4

canonical_smiles: CN(C)C(CNC(=O)CSc1nnc(-c2ccco2)o1)c1ccccc1 (stereo not given)
  Salmonella PhoP GFP = 6%	Myeloid diff MLP = i	Myeloid diff MLP GFP+ MAC1+ % = 2.1

canonical_smiles: CCCCCn1nc(C(=O)OCc2nnc(-c3ccccc3)o2)c2ccccc2c1=O
  Salmonella PhoP GFP = -1%	Myeloid diff MLP = i	Myeloid diff MLP GFP+ MAC1+ % = 0.8

canonical_smiles: Cc1ccc(S(=O)(=O)N2CCN(C(=O)COC(=O)c3cnc(C)cn3)CC2)c(C)c1
  Salmonella PhoP GFP = -1%	Myeloid diff MLP = i	Myeloid diff MLP GFP+ MAC1+ % = 1.7

canonical_smiles: C#CCOCCOCCOCCNc1nc(N2CCN(C(=O)CCCCCCCCCCNC(=O)[C@@H](CCSC)n3cc(CCO)nn3)CC2)nc(N2CCN(C(=O)CCCCCCCCCCNC(=O)[C@@H]([C@H](C)O)n3cc(C)nn3)CC2)n1
  Salmonella PhoP GFP = 1%	Myeloid diff MLP = ?	Myeloid diff MLP GFP+ MAC1+ % = /

canonical_smiles: COc1ccc(C(=O)Nc2cccc(-c3ccc(N4CCOCC4)nn3)c2)cc1
  Salmonella PhoP GFP = -4%	Myeloid diff MLP = i	Myeloid diff MLP GFP+ MAC1+ % = 0.4

(cont.)
canonical_smiles: COc1ccc(OCC(=O)NC(=O)c2ccccc2OC)c([N+](=O)[O-])c1
  Salmonella PhoP GFP = -2%	Myeloid diff MLP = i	Myeloid diff MLP GFP+ MAC1+ % = 0.3

canonical_smiles: COC(C/C=C/[C@@H](O)[C@@H](C)OCc1ccccc1)OC
  Salmonella PhoP GFP = -5%	Myeloid diff MLP = i	Myeloid diff MLP GFP+ MAC1+ % = 0.3

canonical_smiles: Cc1cccc(NC(=O)COc2coc(CN3CCN(Cc4ccccc4)CC3)cc2=O)c1
  Salmonella PhoP GFP = 9%	Myeloid diff MLP = i	Myeloid diff MLP GFP+ MAC1+ % = 0.8

canonical_smiles: O=C(COC(=O)CNS(=O)(=O)c1ccc(F)c(F)c1F)NC1CC1
  Salmonella PhoP GFP = -2%	Myeloid diff MLP = i	Myeloid diff MLP GFP+ MAC1+ % = 0.5

canonical_smiles: CCN(CC(=O)Nc1cc(Cl)ccc1C)C(=O)Cc1sc(C)nc1-c1ccc(F)cc1
  Salmonella PhoP GFP = 3%	Myeloid diff MLP = i	Myeloid diff MLP GFP+ MAC1+ % = 0.4

canonical_smiles: Cc1ccc(S(=O)(=O)NCC(=O)OCC(=O)N(C)C2CCS(=O)(=O)C2)cc1 (stereo not given)
  Salmonella PhoP GFP = 8%	Myeloid diff MLP = i	Myeloid diff MLP GFP+ MAC1+ % = 0.6

canonical_smiles: COc1ccc(NS(=O)(=O)c2ccc(C)c(C(=O)NCC(c3ccco3)N3CCCCC3)c2)cc1 (stereo not given)
  Salmonella PhoP GFP = -2%	Myeloid diff MLP = i	Myeloid diff MLP GFP+ MAC1+ % = 0.2

canonical_smiles: CC(C)Nc1nnc(SC(C)C(=O)N(C)C2CCCCC2)s1 (stereo not given)
  Salmonella PhoP GFP = -2%	Myeloid diff MLP = i	Myeloid diff MLP GFP+ MAC1+ % = 1.0

canonical_smiles: FC(F)(F)c1cc(CO[C@@H]2CCCN[C@@H]2c2ccccc2)cc(C(F)(F)F)c1
  Salmonella PhoP GFP = 1%	Myeloid diff MLP = i	Myeloid diff MLP GFP+ MAC1+ % = 4.4

canonical_smiles: CCOC(=O)C1=C(C)NC(C)=C(C(=O)OCC)C1C(=O)OCC(=O)NC1(C#N)CCCCC1
  Salmonella PhoP GFP = -4%	Myeloid diff MLP = i	Myeloid diff MLP GFP+ MAC1+ % = 0.7

canonical_smiles: COc1ccc(S(=O)(=O)N(C)c2ccc(OC(=O)C(C)Oc3ccc(F)cc3)cc2)cc1 (stereo not given)
  Salmonella PhoP GFP = 2%	Myeloid diff MLP = i	Myeloid diff MLP GFP+ MAC1+ % = 0.9

canonical_smiles: Cc1ccc(C(=O)NNC(=O)c2ccccc2O)cc1S(=O)(=O)N1CCCCC1
  Salmonella PhoP GFP = 3%	Myeloid diff MLP = i	Myeloid diff MLP GFP+ MAC1+ % = 0.8

canonical_smiles: Cc1c(NC(=O)C(C)OC(=O)Cc2ccc(F)cc2)c(=O)n(-c2ccccc2)n1C (stereo not given)
  Salmonella PhoP GFP = 9%	Myeloid diff MLP = i	Myeloid diff MLP GFP+ MAC1+ % = 0.8

canonical_smiles: O=[N+]([O-])c1cccc(S(=O)(=O)Nc2ccc(-c3ccc(N4CCCC4)nn3)cc2)c1
  Salmonella PhoP GFP = 0%	Myeloid diff MLP = i	Myeloid diff MLP GFP+ MAC1+ % = 0.6

canonical_smiles: CCN1C(=O)N[C@@H](CCc2ccccc2)[C@H](C(=O)OC)[C@H]1C
  Salmonella PhoP GFP = 3%	Myeloid diff MLP = i	Myeloid diff MLP GFP+ MAC1+ % = 3.1

canonical_smiles: O=C(Cc1ccc(S(=O)(=O)N2CCOCC2)s1)NCCOc1ccccc1
  Salmonella PhoP GFP = -2%	Myeloid diff MLP = i	Myeloid diff MLP GFP+ MAC1+ % = 0.8

canonical_smiles: CC1CCCN(C(=O)c2ccc(NC(=O)CC3SC(N4CCCC4)=NC3=O)cc2)C1 (stereo not given)
  Salmonella PhoP GFP = 16%	Myeloid diff MLP = i	Myeloid diff MLP GFP+ MAC1+ % = 1.2

canonical_smiles: CCCCN(C(=O)c1ccccc1Br)C1CCS(=O)(=O)C1 (stereo not given)
  Salmonella PhoP GFP = -8%	Myeloid diff MLP = i	Myeloid diff MLP GFP+ MAC1+ % = 0.6

canonical_smiles: O=C(NCC(c1cccs1)N1CCOCC1)c1cc(S(=O)(=O)N2CCOCC2)ccc1F (stereo not given)
  Salmonella PhoP GFP = 8%	Myeloid diff MLP = i	Myeloid diff MLP GFP+ MAC1+ % = 0.5

canonical_smiles: C=CCN1C(=O)c2ccc(C(=O)N(C)CC(=O)Nc3ccc(Br)cc3C)cc2C1=O
  Salmonella PhoP GFP = -6%	Myeloid diff MLP = i	Myeloid diff MLP GFP+ MAC1+ % = 0.5

canonical_smiles: Cc1ccc(NC(=O)CN(C)C(=O)c2cc(-c3ccco3)nc3ccccc23)cc1
  Salmonella PhoP GFP = -3%	Myeloid diff MLP = i	Myeloid diff MLP GFP+ MAC1+ % = 1.9

canonical_smiles: O=[N+]([O-])c1ccc(S(=O)(=O)Nc2ccc(-c3ccc(N4CCOCC4)nn3)cc2)cc1
  Salmonella PhoP GFP = 9%	Myeloid diff MLP = i	Myeloid diff MLP GFP+ MAC1+ % = 0.7

A few values from above:
Salmonella PhoP GFP, Cc1ccc(NC(=O)CN(C)C(=O)c2cc(-c3ccco3)nc3ccccc23)cc1 stands at -3%
Salmonella PhoP GFP, C=CCN1C(=O)c2ccc(C(=O)N(C)CC(=O)Nc3ccc(Br)cc3C)cc2C1=O stands at -6%
Salmonella PhoP GFP, O=[N+]([O-])c1ccc(S(=O)(=O)Nc2ccc(-c3ccc(N4CCOCC4)nn3)cc2)cc1 stands at 9%
Myeloid diff MLP GFP+ MAC1+ %, CC(C)Nc1nnc(SC(C)C(=O)N(C)C2CCCCC2)s1 (stereo not given) stands at 1.0

Only part of the results is shown; the hit share may differ from the screen's.
